# sgs1 mgt1 – NCI yeast anticancer drug screen, S. cerevisiae sgs1 mgt1 strain. growth inhibition, % at 50 µM. actives 10% (n = 78,000). AID 161;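 also: 0% = growth of vehicle-only cultures of the same strain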
#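 Growth of a repair-deficient yeast mutant was monitored after compound treatment and expressed as inhibition relative to vehicle-treated cultures.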
# rad50 – NCI yeast anticancer drug screen, S. cerevisiae rad50 strain. growth inhibition, % at 50 µM. actives 10% (n = 79,000);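 also: 0% = growth of vehicle-only cultures of the same strain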
#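 Vehicle-treated cultures provide the reference for the growth inhibition reported for compound-exposed, repair-deficient yeast.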
# bub3 – NCI yeast anticancer drug screen, S. cerevisiae bub3 mutant strain. % growth inhibition at 50 µM. actives 9.9% (n = 78,000). AID 167;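 also: 0% = growth of vehicle-only cultures of the same strain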
#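 Growth of a checkpoint-deficient yeast mutant is measured after compound exposure. Values represent inhibition relative to vehicle.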
# yeast mlh1 rad18 – NCI yeast anticancer drug screen, S. cerevisiae mlh1 rad18 strain; actives 11% (n = 79,000); % growth inhibition at 50 µM;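 also: 0% = growth of vehicle-only cultures of the same strain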
#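 Steps: expose repair-defective yeast to compound; measure growth; express inhibition against vehicle-treated controls.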
# yeast mec2-1 – NCI yeast anticancer drug screen, S. cerevisiae mec2-1 strain; % growth inhibition at 50 µM; actives 9% (n = 79,000);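 also: 0% = growth of vehicle-only cultures of the same strain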
#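 Each compound was tested on mec2-1 yeast, a strain altered in DNA damage repair or cell cycle control. Growth inhibition is reported relative to vehicle.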
# yeast cln2 rad14 – NCI yeast anticancer drug screen, S. cerevisiae cln2 rad14 strain; growth inhibition, % at 50 µM; actives 8.3% (n = 78,000); AID 165;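 also: 0% = growth of vehicle-only cultures of the same strain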
#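 Yeast strain cln2 rad14, bearing defects in cell cycle control and DNA repair, serves as the test system; values reflect growth inhibition compared with vehicle.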
# An asterisk follows results filed as active; · = no result given; & = joins results of further samples. Rule as the data show it: active = growth inhibition above about 70%; inactive = the rest.
SMILES,sgs1 mgt1,rad50,bub3,yeast mlh1 rad18,yeast mec2-1,yeast cln2 rad14
Cc1ccc(C)c(NC(=O)CC2Sc3ccccc3NC2=O)c1 (centres undefined),-28&8,-7&0,10&26,-88&-5,-19&-26,8&22
O=C1c2ccccc2C(C2c3ccccc3C(=O)c3cc(Br)ccc32)c2ccc(Br)cc21 (centres undefined),-10,4,-14,-18,-35,-49
N#CC1(Cc2ccccc2[N+](=O)[O-])c2ccccc2C2C(N1C(=O)c1ccccc1)C2(Cl)Cl (centres undefined),10,-2,3,7,24,-4
CC[C@@]1(O)C(=O)OCc2c1cc1n(c2=O)Cc2cc3c(CN(C)C)c(O)ccc3nc2-1,4,81*,-15,12,12,-6
COS(=O)(=O)N(C)c1nc(N(C)C)nc(N(C)C)n1,-1,-2,4,-1,-12,23
Oc1cccc2scnc12,-9,-24,-13,-4,-15,-27
CC(=O)N1CC(C)(C)c2c(C)c(O)c(C)c(C)c21,-15,-16,8,0,-22,17
O=[N+]([O-])c1ccc(OP2(Oc3ccc([N+](=O)[O-])cc3)=NP(Oc3ccc([N+](=O)[O-])cc3)(Oc3ccc([N+](=O)[O-])cc3)=NP(Oc3ccc([N+](=O)[O-])cc3)(Oc3ccc([N+](=O)[O-])cc3)=N2)cc1,-13,2,-5,12,3,-5
Cc1cc(C(O)(c2ccc(Nc3ccccc3)cc2)c2ccc(Nc3ccc(S(=O)(=O)O)cc3)cc2)ccc1N (centres undefined),-10,-45,-37,-35,-46,-16
OC1CCCCC1C1CCCCC1 (centres undefined),15,29,-4,27,4,22
CC(=O)N(C(C)=O)c1cc2c3c(c1)CCCN3CCC2,-22,2,-16,-2,-41,-37
COC(=O)Nc1nc2ccc(C(C)(O)c3cccs3)cc2[nH]1 (centres undefined),98*,97*,97*,98*,98*,92*
CCOC(=O)/C(C#N)=C(\C)c1ccccc1,1,10,-26,-18,-5,5
CC(C)N(CC(C)(C)O)C(=O)c1ccccc1,17,-5,-15,-8,12,6
COC(=O)C1(c2ccc(N(C)C)cc2OC)CCCN(C(=O)Oc2ccccc2[N+](=O)[O-])CCc2c1[nH]c1ccccc21 (centres undefined),73*,75*,42,75*,67,50
CC(NC(=O)CNC(=O)CNC(=O)OCc1ccccc1)C(=O)OCc1ccccc1 (centres undefined),-4,4,1,5,1,-4
CC1=NS(=O)(=O)NC(C)=C1CC1=C(C)NS(=O)(=O)N=C1C,17,18,19,18,-1,2
O=C(Oc1ccc(OC(=O)c2ccccc2)c(C2CCCCCC2)c1)c1ccccc1,25,33,7,9,-2,14
OC(c1cc(-c2ccc(Cl)cc2)nc2ccccc12)C1CCCCN1 (centres undefined),11,38,45,36,35,18
CN1C(=O)C(=O)n2c(cc3ccccc32)C1=O,7,1,0,-13,6,6
Cc1nc(-c2nc(C(=O)NCCC[S+](C)C)cs2)cs1,-5,-12,-2,0,-8,3
COc1ccc2c(N=[N+]=[N-])c(-c3ccccc3)c(=O)oc2c1,36,12,3,31,3,17
CN(N)c1cc(=O)n(C)c(=O)n1C,-11,-1,-3,16,-1,-45
Cc1ccc(S(=O)(=O)NC(CO)C(=O)O)cc1 (centres undefined),-30,-1,-46,-10,-19,-25
CCCCCCN(CCCCCC)C(=O)C1=C(C)NC(C)=C(C(=O)N(CCCCCC)CCCCCC)C1,85*,56,35,59,4,0
Cc1ccc(S(=O)(=O)Nn2c(O)c(C#N)c(-c3ccc(Cl)cc3)c(C#N)c2=O)cc1,11,1,16,32,20,12
CC[N+]1(C)CCC(O)(/C=C/c2ccc(Cl)c(Cl)c2)C(C(=O)/C=C/c2ccc(Cl)c(Cl)c2)C1 (centres undefined),99*,99*,99*,99*,99*,99*
O=C(CC(=O)C1CCOC1=O)C(=O)Nc1cccc(Cl)c1 (centres undefined),6,-14,-12,21,-9,-11
Cc1cccc(NC(=S)Nc2ccc(-c3ccc(NC(=S)Nc4cccc(C)c4)cc3)cc2)c1,30,0,16,35,23,0
O=C1C(Cl)=C(Nc2cc(Cl)ccc2Cl)C(=O)c2ccccc21,99*,2,100*,99*,98*,79*

# Some values from above:
# CC[C@@]1(O)C(=O)OCc2c1cc1n(c2=O)Cc2cc3c(CN(C)C)c(O)ccc3nc2-1 @ rad50: 81*
# OC(c1cc(-c2ccc(Cl)cc2)nc2ccccc12)C1CCCCN1 (centres undefined) @ rad50: 38
# O=C(CC(=O)C1CCOC1=O)C(=O)Nc1cccc(Cl)c1 (centres undefined) @ rad50: -14
# O=C(Oc1ccc(OC(=O)c2ccccc2)c(C2CCCCCC2)c1)c1ccccc1 @ sgs1 mgt1: 25

# The list goes on.
SMILES,sgs1 mgt1,rad50,bub3,yeast mlh1 rad18,yeast mec2-1,yeast cln2 rad14
O=C1OC(c2ccc(Cl)cc2)=C/C1=C/c1ccccc1,5,6,1,3,-2,-15
COc1ccc(CCN2C(=O)NC(=O)C2=O)cc1OC,-10,-24,1,0,1,-47
CC(C)CC(N)C(=O)NC(C(=O)O)c1ccc(O)cc1 (centres undefined),3,-5,3,16,-10,-20
C[C@@H]1CN(CC2COc3ccccc3O2)[C@@H](C)CN1CC1COc2ccccc2O1 (some centres undefined),97*,87*,85*,95*,84*,93*
CCCCCC/C=C/C#CCCCCCCCC(=O)O,14,6,17,-89,9,12
CC(C)(C)c1ccc(O)c(-c2ccccc2)c1,100*,99*,99*,67,100*,97*
CCNC(=O)c1cc2ccccc2cc1O,-6,1,-16,7,-7,-46
CCN(CC)/N=C/c1cc([N+](=O)[O-])ccc1O,-7,25,3,16,5,-51
CCC(=O)c1cccc2cccc(C(c3ccccc3)c3ccccc3)c12,6,2,9,-20,14,-7
O=Cn1c2ccccc2c2ccccc21,34,64,61,71*,44,21
Cn1c(=O)c2[nH]c(CCC(=O)O)nc2n(C)c1=O,-27,-11,-15,-9,-16,-29
CC(=O)OC(C)(C)[C@@H]1CC[C@H](C)C2=C(C1)[C@@H](C)CC2,-24,-14,-16,-16,-31,2
COc1ccc(F)cc1N,5,2,12,-19,-18,-7
Nc1nc(Cl)cc(NCCCCCCCCCCNc2cc(Cl)nc(N)n2)n1,0,29,19,33,19,52
Nc1ccc2c(c1)CCc1ccccc1-2,90*,83*,81*,87*,44,50
Cc1c(CCN=P(c2ccccc2)(c2ccccc2)c2ccccc2)c(=O)n2c([nH]c3ccccc32)c1C#N,29,-10,-14,-15,-12,3
Cc1ccc(NC(=O)CC/C(CC(=O)C(C)(C)C)=N/NC(=O)C[N+](C)(C)C)cc1C,-57,-11,-6,-26,-20,-28
O=[N+]([O-])c1nccn1CCCNc1c2ccccc2nc2ccccc12,28,25,6,18,8,23
O=c1[nH]nc(Sc2ccccc2)c(=O)[nH]1,-13,-12,-11,-15,-3,-10
O=C1CNC(=O)N1,2,-38,4,-38,24,-12
COc1ccc(/C=N/n2cnc3c(c2=O)SC(=C(C#N)C#N)N3c2ccccc2)cc1,-16,-5,-20,-41,-36,-16
Cc1cc(N(CCC#N)CCC#N)ccc1/C=C/C(=O)Nc1ccccc1Cl,-3,14,33,7,10,5
NNc1cc(S(=O)(=O)O)cc(C(=O)O)c1O,31,14,42,40,49,-2
CC(=O)CC(=O)NCCc1ccccc1,-34&-25,-14&-23,-18&-25,-16&5,-24&-26,-26&-19
COc1ccc(C(C#N)c2ccc(N)cc2)cc1 (centres undefined),1,15,-12,3,12,1
COC(=O)c1cc(CC2Cc3cc4c(cc3C2=O)CCC4)cc2c1CCC2 (centres undefined),-28,-57,-27,-21,-33,-21
COC(=O)c1ccc(F)cc1,-26,-54,-52,-46,-26,-1
N#CSCC(=O)c1ccc2ccccc2c1,93*,91*,90*,91*,92*,91*
Cc1ccc(Cc2ccccc2C(=O)O)cc1,-2,-6,-2,-6,2,-43
CC[C@@]1(OP(=O)(O)O)C(=O)OCc2c1cc1n(c2=O)Cc2cc3ccccc3nc2-1,81*,79*,77*,74*,87*,67

# A second format for some results above.
SMILES	sgs1 mgt1	rad50	bub3	yeast mlh1 rad18	yeast mec2-1	yeast cln2 rad14
COc1ccc(C(C#N)c2ccc(N)cc2)cc1 (centres undefined)	1	15	-12	3	12	1
COC(=O)c1cc(CC2Cc3cc4c(cc3C2=O)CCC4)cc2c1CCC2 (centres undefined)	-28	-57	-27	-21	-33	-21
COC(=O)c1ccc(F)cc1	-26	-54	-52	-46	-26	-1
N#CSCC(=O)c1ccc2ccccc2c1	93*	91*	90*	91*	92*	91*

# The list continues:
SMILES,sgs1 mgt1,rad50,bub3,yeast mlh1 rad18,yeast mec2-1,yeast cln2 rad14
CSc1nnc2c3ccccc3ccn12,-2,5,-14,53,12,-3
C/C=C/c1ccc(OC(C)C(=O)c2ccc3c(c2)OCO3)c(OC)c1 (centres undefined),9,-12,7,-7,-29,-10
CC1=N/C(=C/c2ccccc2)C(=O)O1,12,8,12,10,1,-27
Cc1cc(Br)c(O)c(-c2cscn2)c1,12,-18,17,3,-35,29
Cc1c(C2CC(=O)N(c3ccccc3)C2=O)c2ccccc2n1C (centres undefined),-7,-6,2,-8,-6,-34
CC(=O)OCC1OC(n2c3c(c(-c4ccco4)c(C#N)c2=S)CCC3)C(OC(C)=O)C(OC(C)=O)C1OC(C)=O (centres undefined),32,17,34,19,17,6
CCSC(CC(C)=O)c1ccc(Cl)c(Cl)c1 (centres undefined),25,38,29,32,-1,18
Cc1ccc(S(=O)(=O)NN=C2C(C)CC(C(C)(C)C)CC2C)cc1 (centres undefined),-42,-25,45,-6,26,9
CCOC(=O)Nc1cc(C(F)(F)F)ccc1F,-14,-15,4,-7,-16,-44
O=[N+]([O-])c1cc(F)cc2c1-c1ccc(F)cc1C2,-13,7,1,11,5,10
O=[N+]([O-])c1ccc(Sc2ccncn2)c([N+](=O)[O-])c1,9,25,-12,31,17,-6
CSc1cc(Cl)c(C)cc1S(=O)(=O)NC(=O)Nc1ccc(Cl)cc1,100*,99*,98*,99*,99*,99*
CC(C)Nc1ncnc2c1cnn2-c1ccccc1,1,-6,14,-11,-17,-58
O=C1Nc2ccccc2C1Cc1ccccc1 (centres undefined),2,37,-2,6,7,0
CC1c2ccccc2C(=O)CC1C(=O)O (centres undefined),-2,1,-2,4,-9,-16
COc1nc(NC2OCC(O)C(O)C2O)c(C=O)c(=O)n1C (centres undefined),16,-13,7,8,8,0
OCCN(CCO)c1ccc2c(C(F)(F)F)cc(C(F)(F)F)nc2n1,16,0,11,16,-8,1
CCOC(=O)c1cnc2n(c1=O)[C@H]1CCCC[C@@H]1N2,-9,59,9,6,6,10
C=CCOC(=O)Oc1ccc(Cl)cc1,23,28,-3,29,-14,-1
NC(CCn1cnc2c(=O)[nH]cnc21)C(=O)O (centres undefined),7,4,-13,-12,10,-32
O=C(O)c1[nH]ncc1[N+](=O)[O-],-5,24,11,3,-5,11
CC1=CC=CC(C)(C)CC1=O,-5,4,-19,-6,4,7
CN(C)CCC(=O)C(=Cc1ccc(Cl)c(Cl)c1)C(=O)CCN(C)C,95*,93*,98*,98*,98*,80*
NC1CSc2ccccc2NC1=O (centres undefined),8,20,23,33,32,10
Cc1cc(NC(=O)CCc2ccc(N3C(N)=NC(N)=NC3(C)C)cc2)ccc1S(=O)(=O)O,8,38,2,-6,-6,-14
CCc1ccccc1N=NC(=O)NNc1ccccc1CC,-16,58,47,-6,1,3
CC12CCC(=O)C=C1CCC1C2CCC2(C)C1CCC2(O)C(=O)Cn1c(=O)cc[nH]c1=O (centres undefined),2,10,-3,12,5,15
CC1(C)OC2C(CO)OC(n3cnc4c(=S)nc(N)[nH]c43)C2O1 (centres undefined),2,19,12,22,13,-24
O=C1C(=C(C(F)(F)Cl)C(F)(F)Cl)C2CCC1C2 (centres undefined),14,12,21,8,-3,15
COc1ccc(-c2cc(=O)c3c(C)cc(O)cc3o2)cc1,·,-9,·,38,-16,·
COc1c2c(cc3c1C1(O)Cc4ccc5c(c4C[N+]1(C)CC3)OCO5)OCO2 (centres undefined),-5,11,-4,-61,3,-1
CC1(O)CC=C(C(C)(C)C)CC1 (centres undefined),5,10,10,15,3,18
CC1=CC=CNC1(N)Br (centres undefined),16,4,8,-5,4,19
Cc1nc2c(O)c3c(c(O)c2nc1C)C1C=CC3CC1,77*,64,85*,14,66,14
CCN(CC)c1ccc(NC(C(=O)c2ccc(Cl)cc2)c2ccc(Cl)cc2)cc1 (centres undefined),96*,91*,86*,96*,91*,93*
O=C(O)CCC(=O)N1c2ccccc2CC1c1c[nH]c2ccccc12 (centres undefined),-7,-8,2,6,-14,19
COc1ccc(C(CC(=O)c2ccccc2)SCCN2CCOCC2)cc1 (centres undefined),5,4,54,4,1,-44
CC(=O)OC(OC(C)=O)n1cc(C=O)c2ccccc21,-21,-21,9,-14,-13,10
COC(=O)NC1=Nc2ccc(Cl)cc2NS1,-25,2,22,-5,-10,2

# Assay outcomes from PubChem BioAssay.
